Pf Dd2 inh: qHTS Primary assay for Inhibitors of Plasmodium falciparum Dd2 growth in vitro | P. falciparum Dd2 growth, SYBR Green, 72 h | Potency, µM (series often up to 28.9 µM), inactives show at the highest dose activity, negative = inhibition, most hits filed as inhibitors | hit rate 4.3% among 120,000 | AID 1347417, 2020; active means well fitted inhibition curve with a large enough effect; inconclusive means small, poorly fitted or top-dose-only effect; inactive means no such curve, though single readings can be large or run the other way;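 further: plate controls were DMSO vehicle for no effect and reference drug for full effect; nearly all actives have a fitted effect of over 65% in size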
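Readout: SYBR Green fluorescence, 485 nm excitation, 535 nm emission, after ~16 h lysis at 37C. Before that, Dd2-infected red cells (2.5% hematocrit) grew 72 h with compound, 29 uM top final concentration.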
Active calls of the source: *; i = inactive; ? = inconclusive; [ ] = another dose, or the depositor's remark. Potency means the concentration at half of the fitted maximal effect.

SMILES	Pf Dd2 inh
CC1=C(C(=O)Nc2ccccc2C)C(c2cccs2)n2nc(SCc3ccccc3)nc2N1 (stereo unspecified)	-15%
CC(C)(C)c1ccc(OCCn2cc(C(=O)c3ccco3)c3ccccc32)cc1	?
CCNC(=O)N[C@H]1[C@H](O)[C@@H](N2CCN(c3ccccc3OC)CC2)[C@@H]2OC[C@H]1O2	14%[44.1 µM]
CCn1nc(-c2ccccc2)c(-c2ccccc2)c(C(=O)Nc2nc(C)c(C(C)=O)s2)c1=O	33%[activator]
Cn1nccc1CN1CCC2(C1)C(=O)N(c1ccccc1)c1ccccc12 (stereo unspecified)	-17%
Cc1ccc(C2(O)CCN(C(=O)C(=O)c3cccnc3)CC2)nc1	-7%
CCN(Cc1cnn(CC)c1)C(=O)c1c(C)oc2c1CN(Cc1ccc(F)cc1)CC2	?
CC(C)c1cccc(-c2cc(NCc3ccccn3)nc3[nH]ccc23)n1	8.9µM*
CC(C(=O)N1CCCN(c2cc(-c3ccc(Cl)cc3)[nH]n2)CC1)c1ccccc1 (stereo unspecified)	?
O=C(c1cccnc1)N1CCC(n2c(=O)[nH]c3ccccc32)CC1	-2%[44.1 µM]
O=C(C1CCN(Cc2ccco2)CC1)N1CCCn2nc(CO)cc2C1	-4%
Cc1ccc(-c2noc([C@@H]3Cc4nc[nH]c4CN3Cc3ccc(C(=O)O)cc3)n2)cc1	?
C#CCNC(=O)c1cc(-c2ccc([S+](C)(=O)[O-])cc2)nc2c1cnn2C	-3%
NCC(=O)N1Cc2ccccc2CC2(CCN(CC3CCCC3)CC2)C1	?
COc1cc(OC)cc(-c2cc3nc(C)c(CCC(=O)NCCc4cccc(C)c4)c(C)n3n2)c1	?
CC(C)(C)CN1CCOC[C@H]1c1ncc(-c2ccc(C(F)(F)F)cc2)[nH]1	?
CN(C)c1ccc(CC(=O)N2CCn3nc(Cc4ccccc4)cc3C2)cc1	?
Cc1nn(C)c(C)c1S(=O)(=O)N1CCCCCCn2c(nnc2-c2ccc(F)cc2)CC1	i
CCCN1C(=O)CCc2cc(NC(=O)c3ccc(C)cc3)ccc21	-3%
COCCN1C(=O)[C@H]2CN(Cc3ccc(F)c(Br)c3)C[C@H]2C1=O	2%
Cc1oc(-c2ccccc2F)nc1CN1CCC(C(=O)NCCc2ccc(Cl)cc2)CC1	-21%
Cc1cccc(NC(=O)C2CCN(c3cnccn3)CC2)c1	i
COC(=O)CC[C@H]1CNC(=O)[C@@H]2[C@@H](CCN2C(=O)NC(C)C)N1C	5%[44.1 µM]
CN(C(=O)c1ccc2oc(CCc3ccccc3)nc2c1)C1CCOC1 (stereo unspecified)	-4%
Cc1onc(-c2ccccc2Cl)c1C(=O)Oc1ccc(Cl)cc1Cl	12%
The results go on.
SMILES	Pf Dd2 inh
Cc1nn(-c2ccccc2)c2c1N(CC(=O)N1CCN(c3cccc(Cl)c3)CC1)C(=O)CS2	i
COc1cccc(C(=O)NCC2(COc3cccc(C)n3)C[C@@H](O)[C@@H](O)C2)c1 (stereo partly specified)	9%[44.1 µM]
O=C(Cn1c(=O)c2cccn2c2ccccc21)NCCc1ccccc1	4%
Cc1ccc(C(=O)NC(C(=O)N2CCCC2)C2CCN(C(=O)c3ccc4c(c3)OCO4)CC2)cc1 (stereo unspecified)	i
Cc1ccccc1CN1C(=O)c2ccccc2S(=O)(=O)c2ccc(C(=O)OCC3CCCO3)cc21 (stereo unspecified)	?
Cc1cccc(N2C(=O)CCSC23C(=O)N(Cc2ccc(F)cc2)c2ccccc23)c1 (stereo unspecified)	?
CCN(CC)C(=O)N1CCC(N2CC(OCCOC)C23CCCCC3)CC1 (stereo unspecified)	i
O=C(c1ccccc1)N1CCC(Oc2ccccc2)C1 (stereo unspecified)	-4%
CSc1ccc(CNC(=O)Cn2c(-c3cccs3)cc3cc(F)ccc32)cc1	?
COC(=O)c1nnn(CC(=O)NC(=O)Nc2cccc(C)c2C)c1C(=O)OC	22%
Cc1ccccc1CNC(=O)c1ccc2nc(SCc3ccc(F)cc3)n(C)c2c1	?
Cc1cc(N2CCCN(Cc3cnn4c(C)cc(C)nc34)CC2)ccn1	-9%
CC(=O)c1cccc(NC(=O)c2oc3c(c2C)-c2nn(Cc4ccc(Cl)cc4)cc2CC3)c1	?
CCNC(=O)N[C@@H]1C=C[C@@H](c2c(C)nn(-c3ccc(C(F)(F)F)cc3)c2C)C1	4.5µM*
COc1ccccc1NC(=O)Cc1cccn1-c1ccc(Cl)cc1	?
CCOC(=O)c1c(C)oc2nc(C)nc(NCCCN3CCN(c4cc(Cl)ccc4C)CC3)c12	-20%
O=C(COc1ccccc1)N1CCc2c(n(Cc3cccnc3)n(CCc3ccccc3)c2=O)C1	4%
Cc1ccc(-n2nc3c(=O)n(C(C)C(=O)NCc4ccco4)nc(C)c3c2C)cc1 (stereo unspecified)	21%
O=C(NCCc1ccncc1)c1cccnc1OC1CCNCC1	i
CCN1CCC(CC(=O)N2CCC3(CC2)NCCc2c3[nH]c3ccccc23)CC1	-62%
Cc1nc(N2CCC(NCCc3cccnc3)CC2)c2ccsc2n1	?
CCOc1ccc(C(=O)Nc2cccc(NC(=O)c3ccc(Cl)cc3Cl)c2)cc1	20%
O=C1CC(c2ccccc2)N(Cc2cn[nH]c2-c2ccc(F)cc2)CCCCCN1 (stereo unspecified)	8.9µM*
O=C(NCc1ccccc1)NC[C@H]1O[C@@H]2C[C@@H](CC(=O)N3CCOCC3)O[C@@H]2[C@@H]1O	26%[44.1 µM]
CCOc1ccc2c(n1)CCN(C(=O)CC1CCCC1)C2	-11%
Other entries.
SMILES	Pf Dd2 inh
Cc1ccc(CCNS(=O)(=O)c2ccc3c(c2)C(C(C)C)C(=O)N3)cc1 (stereo unspecified)	?
O=C(c1ccc(Cl)cc1)N1CC2(CCCN2Cc2cc(F)c(F)c(F)c2)Cc2ccccc21 (stereo unspecified)	?
COc1ccc(-c2noc(-c3cccn3CC(=O)NC(C)C)n2)cc1F	?
CN(Cc1cc(-c2cccs2)n[nH]1)C(=O)c1cn(CCN)nn1	-5%
Cn1c(=O)n(C)c2cc(CNCCc3ccccc3F)ccc21	?
C#CCNC(=O)C[C@@H]1C[C@@H](C(C)C)[C@H](CNS(C)(=O)=O)C=C1C	-3%[44.1 µM]
O=C(c1cn(-c2ccccc2)nn1)N1CCOC(c2ccc(F)cc2)C1 (stereo unspecified)	-11%
COC[C@@H]1CN(C(=O)c2ccc3[nH]ccc3c2)C[C@H]1c1nc(C)no1	16%
COc1ccccc1CNC1(Cc2cc(C(C)(C)C)on2)COC1	-9%[44.1 µM]
O=C(NCc1ccccc1)C1=NO[C@@H]2CN(Cc3ccc(O)c(Cl)c3)C[C@H]12	-26%[44.1 µM]
Cc1ccc(C(=O)N2CCN(C(=O)c3nnn4c3COC(c3ccccc3)C4)CC2)cc1F (stereo unspecified)	i
Cc1ccccc1-c1nccc2c(=O)cc(N(C)C3CCOCC3)oc12	i
COCCCNC(=O)c1cnn(-c2ccc(F)cc2F)c1C1CCNCC1	-3%
COc1ccc(OC)c(CNC(=O)CN2CC(C)Sc3ccccc32)c1 (stereo unspecified)	0%
C#CCNC(=O)CC[C@@H]1CNC(=O)[C@@H]2C[C@H](NC(=O)Nc3ccc(F)cc3F)CN12	-11%[44.1 µM]
Cc1oc2c(c1C(=O)N(C)C)CN(S(=O)(=O)c1ccccc1)CC2	?
CCn1ccnc1CNc1ccc(-c2nc(-c3ccccc3C)no2)cn1	-23%
COc1ccc(F)cc1S(=O)(=O)NCC(c1ccco1)S(=O)(=O)c1ccc(F)cc1 (stereo unspecified)	i
COCCN1C(=O)c2cccn2CC1CNC(=O)c1cn[nH]c1-c1ccccc1 (stereo unspecified)	-6%
Cc1noc(-c2cn(C3CCN(C(=O)c4ccsc4)CC3)nn2)n1	i
O=C(Cc1ccccc1F)N1CCC2(CC1)CN(C1CCC1)CC2CO (stereo unspecified)	?
N#Cc1ccc(CN2CCC(C3CCNC3)CC2)cc1 (stereo unspecified)	-9%
O=C(CCC1CCCC1)N1CCCC(c2noc(COc3ccccc3F)n2)C1 (stereo unspecified)	?
CCOC(=O)c1c(C)oc2nc(C)nc(NC(C)c3ccccc3)c12 (stereo unspecified)	10µM*
COc1cccc(CN2C[C@@H](CO)[C@H](NC(=O)C3CCC3)C2)c1	-15%

Next part, overlapping the part above by two compounds.
SMILES	Pf Dd2 inh
CCOC(=O)c1c(C)oc2nc(C)nc(NC(C)c3ccccc3)c12 (stereo unspecified)	10µM*
COc1cccc(CN2C[C@@H](CO)[C@H](NC(=O)C3CCC3)C2)c1	-15%
CC(C)c1ccc(S(=O)(=O)N2C[C@@H](F)C[C@H]2C(=O)N2CCc3ccccc3C2)cc1	30%
COc1cccc(C(=O)N2CCC3(CC2)CC(N(C2CC2)S(C)(=O)=O)CCO3)c1 (stereo unspecified)	i
CCN(Cc1ccccc1)C(=O)CN(c1ccc(OC)cc1)S(=O)(=O)c1c(C)nn(C)c1C	-20%
CC(C)Cn1c(=O)c2ccccc2n2c(-c3cccc(Cl)c3)nnc12	i
Cc1c2cnn(-c3ccccc3)c(=O)c2c(C)n1CC(=O)N1CCN(c2ccc(F)cc2)CC1	?
CSCCC(=O)N1CCC(C2CCN(c3ncccn3)CC2)C1 (stereo unspecified)	-17%
Cn1nc(C(=O)N2CCC(Cc3nc(C4CC4)n[nH]3)C2)c2ccccc21 (stereo unspecified)	?
O=C1Nc2ccccc2CC12CCN(Cc1ccccn1)C2 (stereo unspecified)	-2%[44.1 µM]
CC(C)N1CCCC2(CCN(C(=O)c3cc(C#N)cn3C)C2)C1=O (stereo unspecified)	4%
CCc1ccc(C(=O)N(C)CC2CCOCC2)cc1	-22%
O[C@@H]1[C@@H](Cn2cc(C3CC3)nn2)C[C@@H](NCc2ccc(F)cc2)[C@@H]1O	-38%[44.1 µM]
COc1ccc(C2(C(=O)NCc3ccc4ccccc4c3)CCOCC2)cc1	-8%
CS(=O)(=O)N1CCC(C2CCN(Cc3ccc(Br)o3)C2)CC1 (stereo unspecified)	4.5µM*
CCc1noc(-c2cn(C3CCN(C(=O)Cc4ccc(Cl)cc4)CC3)nn2)n1	i
CCCNC(=O)Cn1nc(-c2ccc(OC)cc2)c2cnc3ccc(F)cc3c21	-4%
c1cc2c(cc1-c1cnc3n1C[C@H](CNC1CCOCC1)OC3)OCO2	1%[44.1 µM]
CC1CCN(S(=O)(=O)c2ccc3nc(Nc4cccc(C(F)(F)F)c4)ccc3c2)CC1	4.5µM*
COc1ccc(C(=O)N2CCN(Cc3cn(-c4ccccc4)nn3)CC2)cc1	i
O=C(NCc1cccnc1)[C@H]1CN2CC[C@H]1C[C@@H]2Cn1cc(-c2ccccc2)nn1	-23%[44.1 µM]
Cc1ccc(CC(=O)NC2CCN(c3cc(-c4ccccc4)[nH]n3)C2)cc1 (stereo unspecified)	-23%
Cc1ccc(-c2c(C(=O)Nc3ccc(F)c(F)c3)oc(=O)c3ccccc23)cc1	-20%
COCCN1C(=O)c2cccn2CC1CNC(=O)c1cn[nH]c1-c1ccc(F)cc1 (stereo unspecified)	22%
CCN1CCN(C(=O)CN2CC3CC(C2)[C@H]2CCCC(=O)N2C3)CC1 (stereo partly specified)	1%
CC(C)c1ccc(CN2CCC3(CC2)OCCN(C)C3=O)cc1	i
COc1ccc(-n2c(CCC(=O)O)ccc2-c2ccccc2)cc1	26%
(list continues)
SMILES	Pf Dd2 inh
O=c1cc(-c2ccccc2)n2c(SCc3ccccc3Cl)nnc2[nH]1	i
COCCn1c(SCC(=O)c2ccc(C)cc2C)nc2cc(C(=O)NC3CCCC3)ccc2c1=O	17%
COC(=O)[C@@H]1Cc2ncn(Cc3ccc(Cl)cc3)c2CN1Cc1ccc(N(C)C)cc1	-16%
COc1cc(=O)n2c(c1C(=O)Nc1cccc(Cl)c1C)CCCC2	48%
COc1cccc(S(=O)(=O)N2CCC(CC(=O)NCc3ccccc3)C2)c1 (stereo unspecified)	i
CN1CCN(CCCNC(=O)c2cnn(-c3ccc(F)cc3)c2-n2cccc2)CC1	i
O=C(c1ccc(C(F)(F)F)cc1)N1CCn2c(nn(-c3ccc(F)cc3F)c2=O)C1	-6%
CCc1cccc(NC(=O)Cn2cccc2-c2nc(-c3ccccc3)no2)c1	?
Cc1ccc(NC(=O)C2CCCN(c3ncnc4onc(C)c34)C2)c(Cl)c1 (stereo unspecified)	-3%
CCOc1ccccc1NC(=O)COc1cccc2c(=O)n(CCOC)ccc12	-3%
CN(C)c1ccc(C(=O)N2CCC(n3cc(-c4nc(-c5ccccc5)no4)nn3)CC2)cc1	?

Compounds listed so far containing an NH in an aromatic ring:
SMILES	Pf Dd2 inh
CC(C)c1cccc(-c2cc(NCc3ccccn3)nc3[nH]ccc23)n1	8.9µM*
CC(C(=O)N1CCCN(c2cc(-c3ccc(Cl)cc3)[nH]n2)CC1)c1ccccc1 (stereo unspecified)	?
O=C(c1cccnc1)N1CCC(n2c(=O)[nH]c3ccccc32)CC1	-2%[44.1 µM]
Cc1ccc(-c2noc([C@@H]3Cc4nc[nH]c4CN3Cc3ccc(C(=O)O)cc3)n2)cc1	?
CC(C)(C)CN1CCOC[C@H]1c1ncc(-c2ccc(C(F)(F)F)cc2)[nH]1	?
CCN1CCC(CC(=O)N2CCC3(CC2)NCCc2c3[nH]c3ccccc23)CC1	-62%
O=C1CC(c2ccccc2)N(Cc2cn[nH]c2-c2ccc(F)cc2)CCCCCN1 (stereo unspecified)	8.9µM*
CN(Cc1cc(-c2cccs2)n[nH]1)C(=O)c1cn(CCN)nn1	-5%
COC[C@@H]1CN(C(=O)c2ccc3[nH]ccc3c2)C[C@H]1c1nc(C)no1	16%
COCCN1C(=O)c2cccn2CC1CNC(=O)c1cn[nH]c1-c1ccccc1 (stereo unspecified)	-6%
Cn1nc(C(=O)N2CCC(Cc3nc(C4CC4)n[nH]3)C2)c2ccccc21 (stereo unspecified)	?
Cc1ccc(CC(=O)NC2CCN(c3cc(-c4ccccc4)[nH]n3)C2)cc1 (stereo unspecified)	-23%
COCCN1C(=O)c2cccn2CC1CNC(=O)c1cn[nH]c1-c1ccc(F)cc1 (stereo unspecified)	22%
O=c1cc(-c2ccccc2)n2c(SCc3ccccc3Cl)nnc2[nH]1	i

Only part of the results is shown; count on the stated rates, not on these rows.
